RORg inh: ROR gamma (mouse) transcription inhibition. Drosophila S2 Gal4-RORgamma UAS-luciferase reporter, 20 h. 310,000 compounds, 5.4% hits. Potency, µM (highest dose often 53.6 µM), without a hit: at the highest dose activity change, negative = inhibition, usual class: inhibitors. P51450; also: potency is read from the fitted curve at half-maximal effect; % is scaled to controls: 0 for no effect and ±100 for the full control effect; nearly all actives have a fitted effect of over 60% in size
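Luciferase reporter read in Schneider cells carrying Gal4-RORγ (mouse) and UAS-Photinus luciferase; cells given compound 1 h before 700 uM copper sulfate induction, then incubated 20 h at ambient temperature.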
PKM2 activator: PKM2 (human) enzyme activation; Potency, µM (highest dose often 57.5 µM), for inactives: top-dose activation, usual class: activators; AID 1631; purified PKM2, Kinase-Glo ATP luminescence, activation; response scale: 0% is enzyme alone, no compound; 260,000 compounds, 0.34% hits; also: potency is read from the fitted curve at half-maximal effect; % is scaled to controls: 0 for no effect and ±100 for the full control effect; nearly all actives have a fitted effect of over 55% in size
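Kinase-Glo luminescence reports ATP generated from ADP (0.1 mM) and PEP (0.5 mM) by purified hPK-M2 after 1 h at room temperature, pH 7.2 imidazole buffer; intermediate enzyme activity allows detecting inhibitors and activators.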
Menin-MLL TR inh: displaces Texas Red mutant MLL peptide from human menin. Potency, µM (highest dose often 61.6 µM), without a hit: top-dose FP activity change, negative = inhibition, most hits filed as inhibitors. 270,000 compounds, 0.23% hits. Menin + Texas Red MLL mutant peptide, fluorescence polarization. O00255; active = well fitted inhibition curve with a large enough effect in the polarisation, with a control signal flat, not every such curve was filed as active; inconclusive = small, poorly fitted or top-dose-only effect, or effect the other way, or a change in a side signal; inactive = no such curve, though single readings can be large or run the other way; the % refers to the polarisation; also: potency is read from the fitted curve at half-maximal effect; % of control where 0% means no effect; many of its hits are not listed in these tables
KCNH2 3.1 inh: KCNH2 3.1 (human) potassium channel inhibition; 340,000 compounds, 0.95% hits; U2OS KCNH2 3.1, thallium flux FluxOr; hits give low values; activity change, % (tested at about 1.8 µM); AID 720553;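 active = maximum activity change below -70%; inconclusive = maximum activity change from -70% to -50%; inactive = maximum activity change above -50%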;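 also: thallium influx rate constant from kinetic fluorescence after stimulation buffer; % is scaled to controls: 0 for no effect and ±100 for the full control effect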
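Measured as rate of thallium-driven FluxOr signal in transduced U2OS cells carrying the 3.1 channel, read kinetically for 2 min upon stimulation; values are rate constants scaled to DMSO control wells.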
Rab9 prom act: Rab9 promoter activation. Huh7 Rab9 promoter-luciferase reporter, luminescence, 24 h. Potency, µM (doses to about 9.22 µM), for inactives: at the top dose activation, negative = inhibition, hits mostly activators. 320,000 compounds, 2.8% hits; also: potency is read from the fitted curve at half-maximal effect; % of control where 0% means no effect; nearly all actives have a fitted effect of over 60% in size
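Using Huh7 cells stably transfected with Rab9 promoter–luciferase, compounds were incubated 24 h at 37 °C, 5% CO2; luciferase luminescence was read 10 min after reagent addition.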
Gal4-VP16 FLuc: Gal4-VP16 reporter inhibition counter-screen; Drosophila S2 Gal4-VP16 UAS-luciferase, luminescence, 20 h; Potency, µM (top dose mostly 53.6 µM), for the others: at the top dose activity, negative = inhibition, most hits filed as inhibitors; 310,000 compounds, 3.5% hits;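 also: Gal4-VP16 expression switched on by copper sulfate through the metallothionein promoter; potency is read from the fitted curve at half-maximal effect; % is scaled to controls: 0 for no effect and ±100 for the full control effect; nearly all actives have a fitted effect of over 50% in size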
FLuc modulator: firefly luciferase modulation, counter-screen for miR-21 project. P08659. purified FLuc, Km substrates, luminescence inhibition. Potency, µM (titrated, usually from 57.5 µM), for the others: at the top dose activity change, negative = inhibition, most hits filed as inhibitors. 360,000 compounds, 6.9% hits. AID 588342;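 also: potency is read from the fitted curve at half-maximal effect; plate controls were vehicle for no effect and reference inhibitor for full effect; nearly all actives have a fitted effect of over 55% in size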
Target sequence (P08659 whole entry, looked up): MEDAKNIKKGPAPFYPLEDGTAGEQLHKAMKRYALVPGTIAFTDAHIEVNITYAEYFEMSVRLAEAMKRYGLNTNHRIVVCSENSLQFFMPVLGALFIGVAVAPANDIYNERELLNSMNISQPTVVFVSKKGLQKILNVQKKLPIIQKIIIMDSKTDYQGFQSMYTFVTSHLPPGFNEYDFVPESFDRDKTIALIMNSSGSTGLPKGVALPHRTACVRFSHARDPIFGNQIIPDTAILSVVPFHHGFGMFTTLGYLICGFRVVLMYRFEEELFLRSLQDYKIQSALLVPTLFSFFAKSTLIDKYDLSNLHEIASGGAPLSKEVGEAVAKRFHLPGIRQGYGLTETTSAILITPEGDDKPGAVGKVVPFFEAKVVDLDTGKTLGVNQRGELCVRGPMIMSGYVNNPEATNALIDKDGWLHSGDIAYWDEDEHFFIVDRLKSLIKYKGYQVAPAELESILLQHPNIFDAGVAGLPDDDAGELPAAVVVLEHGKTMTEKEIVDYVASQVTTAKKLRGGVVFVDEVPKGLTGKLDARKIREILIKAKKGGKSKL
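Biochemical qHTS of compounds, final roughly 60 µM downward over six points, against 10 nM purified firefly luciferase using Km concentrations of substrates (10 uM D-luciferin, 10 uM ATP) in Tris acetate pH 7.5 buffer; luminescence output.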
Mito fusion yeast: blocks mitochondrial division or promotes mitochondrial fusion. S. cerevisiae fusion-defective mutant growth rescue, CellTiterGlo 48 h. 320,000 compounds, 0.23% hits. Potency, µM (series often up to 46.1 µM), for the others: top-dose growth rescue (activation), hits mostly activators. AID 485298;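 also: potency is read from the fitted curve at half-maximal effect; % of control where 0% means no effect; nearly all actives have a fitted effect of over 45% in size; temperature-sensitive fusion mutants such as fzo1-1 at 37 °C on non-fermentable ethanol glycerol medium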
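S. cerevisiae fusion-defective temperature-sensitive mutants (e.g. fzo1-1, mgm1-5) grown 48 h at 37C in YPEG (ethanol/glycerol non-fermentable) medium with 23 nl compound per well; growth rescue read as CellTiterGlo luminescence.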
ELG1 DNA repair: blocks ELG1-dependent DNA repair in HEK293T cells; Potency, µM (series often up to 46.1 µM), without a hit: at the highest dose activity change, negative = inhibition, actives largely listed as inhibitors; 330,000 compounds, 2.3% hits; AID 504467; HEK293T ELG1-luciferase reporter, luminescence, 16 h; DNA damage induced by 5-fluorouridine; also: potency is read from the fitted curve at half-maximal effect; % is scaled to controls: 0 for no effect and ±100 for the full control effect; nearly all actives have a fitted effect of over 55% in size
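Quantitative HTS, concentration-response format. 2,000 cells/well co-treated with 5-fluorouridine and compound, 16 hr in 5% CO2 at 37 °C; ONE-Glo luminescence read after 30 min.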
MBNL1 CUG block: MBNL1-poly(CUG) RNA binding inhibition; TR-FRET MBNL1-His/biotin-(CUG)12 binding, 665/545 ratio; AID 2675; 280,000 compounds, 0.036% hits; Potency, µM (doses to about 57.5 µM), for inactives: at the top dose activity change, negative = inhibition, most hits filed as inhibitors; active = well fitted inhibition curve with a large enough effect in the signal ratio, with a control signal flat, not every such curve was filed as active; inconclusive = small, poorly fitted or top-dose-only effect, or effect the other way, or a change in a side signal; inactive = no such curve, though single readings can be large or run the other way; the % refers to the signal ratio; also: potency is read from the fitted curve at half-maximal effect; % is scaled to controls: 0 for no effect and ±100 for the full control effect
Target sequence (Q9NR56 whole entry, looked up): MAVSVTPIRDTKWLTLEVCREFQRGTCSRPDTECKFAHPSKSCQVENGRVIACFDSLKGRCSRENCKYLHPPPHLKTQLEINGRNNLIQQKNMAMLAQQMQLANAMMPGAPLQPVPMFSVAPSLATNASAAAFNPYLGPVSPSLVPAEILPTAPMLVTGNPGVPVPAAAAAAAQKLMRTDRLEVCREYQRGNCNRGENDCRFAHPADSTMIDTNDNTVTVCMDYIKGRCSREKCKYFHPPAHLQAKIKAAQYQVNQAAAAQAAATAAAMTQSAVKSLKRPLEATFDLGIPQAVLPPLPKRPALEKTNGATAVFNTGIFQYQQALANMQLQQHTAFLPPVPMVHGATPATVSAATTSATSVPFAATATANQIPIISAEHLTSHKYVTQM
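MBNL1-His + Biotin-(CUG)12, cpd titration 92 nM–58 uM; Tb anti-His Ab 0.055 ng/ul, SA-XL665 5 nM (final); 60 min RT; ratiometric 665/545 nm, Ex 340 nm; normalized to buffer and full-complex controls.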
NPC1 promoter act: activators of NPC1 promoter; Potency, µM (highest dose often 9.22 µM), inactives show top-dose activation, actives largely listed as activators; 320,000 compounds, 2.4% hits; Huh7 NPC1 promoter luciferase reporter, 24 h;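 also: potency is read from the fitted curve at half-maximal effect; % of control where 0% means no effect; nearly all actives have a fitted effect of over 60% in size; reporter is driven by a mutant NPC1 promoter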
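Quantitative HTS used a cell-based reporter: Huh7 cells stably bearing the NPC1 promoter upstream of luciferase were treated with compounds for 24 h, and promoter activation was read as luminescence.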
Active calls of the source: *; ? = inconclusive; / = no result given; [ ] = another dose, or the depositor's remark. Unless noted, calls follow the shape of the dose curve; as a rule, active = well fitted curve in the direction sought with a large enough effect; inconclusive = small, poorly fitted or top-dose-only effect, or another doubt; inactive = no such curve, though single readings can be large; an effect the other way counts as inactive or inconclusive.

Structure	RORg inh	PKM2 activator	Menin-MLL TR inh	KCNH2 3.1 inh	Rab9 prom act	Gal4-VP16 FLuc	FLuc modulator	Mito fusion yeast	ELG1 DNA repair	MBNL1 CUG block	NPC1 promoter act
CC(C)CC(=O)NC(=S)Nc1ccc(S(=O)(=O)N2CCCC2)cc1	16µM*	3%	-5%	8	0%	-13%	1%	3%	-25%	2%	-1%
COC(=O)c1cc(-c2ccc(F)cc2)n(-c2ccccc2)n1	13%	/	-24%	-14	-4%	2%	1%	-8%	3%	-5%	0%
O=S(=O)(Nc1ccc(-c2nnc(SCc3ccc(Cl)cc3)o2)cc1)c1ccccc1	11%	14%	?	-24	-9%	-18%	-1%	?	-3%	-2%	-3%
COCCNC(=S)N(CCc1c(C)[nH]c2ccc(OC)cc12)Cc1cccnc1	-8%	/	87%[activator]	-4	-1%	11%	3%	13%	-30%	-13%	1%
CC(=O)Nc1ccc(S(=O)(=O)NC2(C(F)(F)F)C(=O)NC(C)=C2C#N)cc1 (stereo not given)	-20%	2%	-16%	27	-4%	6%	-4%	1%	7%	10%	-1%
CNC(=O)C1=C(C)Nc2nc3ccccc3n2C1c1ccc(F)cc1 (stereo not given)	2%	0%	/	-10	12%	-15%	1%	-1%	-2%	-1%	-3%
COc1ccc(C(=O)CCNc2cccc(Cl)c2)cc1	16%	4%	-1%	5	3.5µM*	?	?	0%	?	3%	?
CC(=O)Nc1c(C#N)c(C(C)(C)C)cn1C	?	-2%	17%	3	3%	-5%	1%[2.3 µM]	-2%	-1%	3%	0%
COc1cc(C2C3C(=O)N(c4ccccc4)C(=O)C3ON2c2ccccc2)cc(OC)c1OC (stereo not given)	9%	0%	5%	-22	1%	0%	0%	-1%	0%	-8%	1%
COCCNC(=O)Cn1nc(C(F)(F)F)cc1C	-15%	2%	-11%	17	-3%	-6%	6%	0%	18%	0%	-3%
O=C(CNS(=O)(=O)c1ccc(Br)cc1Cl)OCC(=O)c1ccc[nH]1	/	/	/	-3	0%	/	4%	-7%	6%	/	-2%
CCOc1cc(S(=O)(=O)N(CC)CC)ccc1Cl	7%	-4%	-1%	-4	-2%	-8%	-3%	-1%	11%	-5%	0%
CCN(c1ccccc1)S(=O)(=O)c1ccc(Cl)c(NC(=O)COC(=O)c2ccc[nH]c2=O)c1	10%	5%	/	5	-1%	7%	-3%	3%	3%	-2%	-6%
Cc1cc(C)nc(SC2c3cccc4cccc(c34)C2NS(=O)(=O)c2ccccc2)n1 (stereo not given)	11%	19%	?	1	-2%	-26%	1%	20µM*	?	2%	-4%
CCn1c(SCC(=O)c2ccc(CNC(C)=O)o2)nnc1-c1cccs1	0%	3%	-9%	-6	-2%	-7%	0%	-1%	-2%	13%	1%
CCc1cc2c(C)ccc(C)c2nc1SCC(=O)Nc1cc(C)on1	7%	/	-3%	2	8%	9%	0%	-3%	-1%	9%	-36%[inhibitor]
Cc1nnc(SCC(=O)Nc2ccc(Cl)cn2)n1Cc1ccccc1	-31%	-3%	-11%	3	-8%	-4%	-1%	5%	-3%	-4%	3%
Cc1cccc(N(CC(=O)N2CCCC2)S(=O)(=O)c2ccccc2)c1C	2%	-1%	-18%	-1	/	1%	-1%	4%	/	-3%	/
CC(/C=C/c1ccco1)=N\NC(=O)CNc1ccc2ccccc2c1	-63%	8%	?	-4	21%	-3%	?	0%	5%	/	-7%
COCC(=O)Nc1sc2c(c1C(=O)OC)C(C(=O)OC)CC2 (stereo not given)	-31%	-3%	-5%	-18	-4%	5%	0%	-2%	-6%	-2%	0%

Structure	RORg inh	PKM2 activator	Menin-MLL TR inh	KCNH2 3.1 inh	Rab9 prom act	Gal4-VP16 FLuc	FLuc modulator	Mito fusion yeast	ELG1 DNA repair	MBNL1 CUG block	NPC1 promoter act
Cc1ccc(-n2c(CNc3ccc(F)cc3)nnc2SCC(N)=O)cc1	?	10%	3%	-4	3%	0%	0%	-1%	0%	-5%	-3%
Cc1ccccc1NS(=O)(=O)c1ccc(OCCNS(C)(=O)=O)cc1	27%	?	2%	0	2%	-14%	2%	-5%	0%	/	0%
C=CCc1cc(/C=N/NC(=O)CSc2nnc(CCCc3ccc(OC)cc3)o2)cc(OC)c1O	18%	-3%	0%	-27	1%	-19%	0%	1%	-17%	-10%	-3%
CN1CCN(c2ccc(C(CC(N)=O)NC(=O)Cc3ccc(Br)cc3)cc2[N+](=O)[O-])CC1 (stereo not given)	-24%	-2%	/	-4	-5%	-4%	0%	2%	14%	8%	0%
COC(=O)c1ccc(Nc2ncnc3c2cnn3-c2cccc(C)c2)cc1	10%	-14%	?	1	3%	0%	-6%	-2%	-3%	1%	0%
CC1CCCC(NC(=O)COC(=O)c2cccnc2Cl)C1C (stereo not given)	/	/	/	1	-2%	/	1%	0%	17%	/	-3%
CCOc1ccc2nc(NC(=O)Cn3cnc4c3c(=O)n(C)c(=O)n4C)sc2c1	?	-21%	10%	?	7%	3%	?	-2%	13%	14%	17%
O=C(OCC(=O)N1CCCCCC1)c1n[nH]c(=O)c2ccccc12	-3%	-1%	-14%	10	0%	7%	?	-2%	-6%	12%	2%
COC(=O)CC1C(=O)NCCN1C(=S)Nc1ccc(F)cc1 (stereo not given)	9%	1%	/	7	-3%	4%	-2%	-1%	0%	1%	-4%
O=C(CSc1nnnn1C1CCCC1)NCc1ccc2c(c1)OCO2	23%	5%	32%[activator]	11	0%	-4%	6%	1%	1%	?	2%
CCOC(=O)C1=NN(C(=O)Nc2ccc(OC)cc2)C2C(=O)N(c3cccc(C(F)(F)F)c3)C(=O)C12 (stereo not given)	-39%	?	16%	2	0%	-1%	-7%	-15%	6%	-1%	0%
O=C(Nc1ccccc1)Nc1ccccc1Br	?	-23%	?	8	4µM*	-24%	24µM*	-7%	?	-2%	?
CC(C)c1nc(C#N)c(NCCCn2ccnc2)o1	-8%	-9%	3%	-8	0%	-9%	-1%	1%	3%	-5%	11%
CCn1cnc2c(NCCc3cccnc3)nc(C#N)nc21	/	/	/	/	2%	/	-13%	12%	0%	/	1%
Cc1cc(NC(=O)Cn2cc([N+](=O)[O-])cn2)no1	-14%	-4%	16%	9	-3%	-2%	-5%	4%	-6%	4%	0%
CCSc1nc2cc(C(=O)OC)ccc2c(=O)n1CC	44%	-4%	-4%	13	0%	0%	3%	14%	-17%	-1%	1%
COc1ccccc1Oc1ccc2c(c1)C(=O)N(c1ccc(O)cc1)C2=O	-20%	6%	?	-6	-2%	-23%	4%	-1%	19%	-1%	-4%
COc1ccc(-c2csc3ncnc(N4CCN(c5cccc(OC)c5)CC4)c23)cc1	38%	1%	/	0	0%	7%	-1%	-2%	6.5µM*	13%	0%
CCCC(=O)N1CCN(c2ccc(NC(=O)c3ccc([N+](=O)[O-])o3)cc2)CC1	?	4%	-3%	-17	2%	-12%	2%	-2%	?	/	-6%
CCOc1ccc(-n2c(SCC(=O)Nc3cc(C)on3)nnc2-c2c[nH]c3ccccc23)cc1	7%	0%	-5%	-17	1%	-14%	6%	-2%	-5%	-5%	-4%

Structure	RORg inh	PKM2 activator	Menin-MLL TR inh	KCNH2 3.1 inh	Rab9 prom act	Gal4-VP16 FLuc	FLuc modulator	Mito fusion yeast	ELG1 DNA repair	MBNL1 CUG block	NPC1 promoter act
Cc1cc([N+](=O)[O-])cc2ncccc12	12%	-2%	2%	/	-4%	5%	3%	-1%	5%	?	7%
Nc1ccc2oc(=O)c3ccccc3c2c1	1%	-3%	1%	0	?	-9%	-19%	-9%	?	5%	?
CN1CCN(C=Nc2nc3ccccc3nc2N2CCCC2)CC1	3%	-5%	1%	-10	2%	8%	-4%	0%	-2%	15%	0%
Cc1ccc(C(=O)OCC(=O)c2c[nH]c3ccccc23)cc1NC(=O)c1ccco1	26%	1%	-13%	2	?	1%	?	1%	-24%	-3%	7%
CC(=O)Nc1ccc(S(=O)(=O)N2CCC(N3CCCC3)CC2)cc1	-6%	-3%	/	20	-9%	-3%	-1%	-2%	-1%	-7%	-4%
Cc1onc(-c2ccccc2)c1C(=O)NCC(O)c1ccccc1 (stereo not given)	9%	-1%	/	2	10%	17%	-1%	3%	?	/	0%

This is a subset; the hit share may differ from the screen's.
